From PubChem BioAssay
TSG101-PTAP inh: blocks PTAP/TSG101 interaction to inhibit HIV-1 budding. 340,000 tested, under 10 active. Potency, µM (titrated, usually from 115 µM), without a hit: at the highest dose activity change, negative = inhibition, hits mostly inhibitors. Fluorescence polarization, FITC-PTAP peptide / Tsg101 binding; active = well fitted inhibition curve with a large enough effect in the main read-out, with a control signal flat, not every such curve was filed as active; inconclusive = small, poorly fitted or top-dose-only effect, or effect the other way, or a change in a side signal; inactive = no such curve, though single readings can be large or run the other way; note: potency is the fitted concentration of half-maximal effect; % of control where 0% means no effect
Target sequence (Q99816 whole entry, looked up): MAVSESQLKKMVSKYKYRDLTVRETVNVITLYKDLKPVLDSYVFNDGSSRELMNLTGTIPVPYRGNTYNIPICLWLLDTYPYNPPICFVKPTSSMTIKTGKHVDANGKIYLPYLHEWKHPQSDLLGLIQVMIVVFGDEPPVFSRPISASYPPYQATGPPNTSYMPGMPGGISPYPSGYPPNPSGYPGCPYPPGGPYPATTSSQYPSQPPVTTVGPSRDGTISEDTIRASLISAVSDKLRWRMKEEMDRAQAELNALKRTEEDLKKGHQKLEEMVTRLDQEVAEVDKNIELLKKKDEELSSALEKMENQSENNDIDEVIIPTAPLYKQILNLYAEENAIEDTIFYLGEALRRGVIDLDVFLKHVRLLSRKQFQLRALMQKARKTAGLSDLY
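FP read-out: FITC-PTAP peptide, 50 nM final, binding Tsg101 binding domain, 10 uM final; 20 min, r.t.; 10 mM HEPES pH 7.5, 0.15 M NaCl, 0.01% Tween 20, 3 mM EDTA, 0.1 mM TCEP.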
Eya2 inh: inhibitors of human Eya2 phosphatase activity | O00167 | 0.006% of 330,000 active | recombinant Eya2, OMFP fluorescence dephosphorylation (OMFP is methylfluorescein phosphate) | Potency, µM (highest dose often 76.9 µM), for inactives: at the highest dose activity, negative = inhibition, actives largely listed as inhibitors; note: potency is the fitted concentration of half-maximal effect; % is set by controls: 0 for no effect and ±100 for the full control effect
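Eya2 protein (added as 0.2 uM solution) was preincubated with compound for 10 min at ambient temperature in 50 mM HEPES pH 7.5, 50 mM NaCl, 5 uM MgCl2, 0.05% BSA, 1 mM DTT. OMFP (added at 50 uM) then reacted 10 min; fluorescence read at 485/525 nm.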
Mito fusion yeast: blocks mitochondrial division or promotes mitochondrial fusion. S. cerevisiae fusion-defective mutant growth rescue, CellTiterGlo 48 h. Potency, µM (top dose mostly 46.1 µM), inactives show at the highest dose growth rescue (activation), hits mostly activators. 0.23% of 320,000 active;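 note: potency is the fitted concentration of half-maximal effect; % of control where 0% means no effect; nearly all actives have a fitted effect of over 45% in size; temperature-sensitive fusion mutants such as fzo1-1 at 37 °C on non-fermentable ethanol glycerol medium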
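S. cerevisiae fusion-defective temperature-sensitive mutants (e.g. fzo1-1, mgm1-5) grown 48 h at 37C in YPEG (ethanol/glycerol non-fermentable) medium with 23 nl compound per well; growth rescue read as CellTiterGlo luminescence.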
uPA generation: blocks generation of uPA at the cell surface | 0.31% of 330,000 active | cell surface uPA generation assay, qHTS | AID 540303 | Potency, µM (doses to about 38.3 µM), without a hit: at the top dose activity change, negative = inhibition, most hits filed as inhibitors; active = well fitted inhibition curve with a large enough effect; inconclusive = small, poorly fitted or top-dose-only effect; inactive = no such curve, though single readings can be large or run the other way; tested in mouse RAW 264.7 cells; note: potency is the fitted concentration of half-maximal effect; % is set by controls: 0 for no effect and ±100 for the full control effect; nearly all actives have a fitted effect of over 55% in size
BCR signal inh: chronic active BCR signaling inhibition | ABC-DLBCL IkBa-CBG/CBR reporter, luminescence ratio, 4 h | Potency, µM (doses to about 46.1 µM), for inactives: top-dose ratio change, negative = lower green/red ratio, usual class: inhibitors | 0.05% of 340,000 active | AID 493014; active = well fitted inhibition curve with a large enough effect in the signal ratio, with a control signal flat, not every such curve was filed as active; inconclusive = small, poorly fitted or top-dose-only effect, or effect the other way, or a change in a side signal; the % refers to the signal ratio;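 note: potency is the fitted concentration of half-maximal effect; plate controls were basal doxycycline-induced cells for no effect and cells given 10 µM MG132 for full effect; MG132 reads +100%, hits lower the ratio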
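Doxycycline induced both beetle luciferases in TMD8 lymphoma cells; IKK-driven degradation limits the IkappaBalpha-fused green signal, while red luminescence normalises for cell number and nonspecific effects. Compounds tested up to 46 uM, 4 hrs.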
TCR act: activates T cell receptor signaling | primary human leukocytes, anti-CD3, IL-2 HTRF, 48 h | AID 504894 | 330,000 tested, under 10 active | Potency, µM (top dose mostly 9.22 µM), without a hit: at the highest dose activation of IL-2 secretion, usual class: activators; note: % of control where 0% means no effect
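48 hr co-incubation of compounds, a-CD3 beads and primary human leukocytes; IL-2 quantified homogeneously by HTRF with anti-IL-2 K and d2 conjugates.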
B2AR arrestin: beta2AR (human) beta-arrestin recruitment activity | beta-arrestin recruitment to beta2AR, cell-based reporter | 0.02% of 330,000 active | P07550 | AID 492947 | Potency, µM (top dose mostly 46.1 µM), inactives show top-dose activation, usual class: activators;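 note: potency is the fitted concentration of half-maximal effect; 0% = DMSO controls and full agonism = EC100 isoproterenol or metaproterenol; nearly all actives have a fitted effect of over 65% in size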
USP2a inh: blocks human ubiquitin-specific protease USP2a; Potency, µM (doses to about 38.3 µM), for the others: top-dose activity change, negative = inhibition, hits mostly inhibitors; USP2 core, Ub-CHOP2 coupled fluorogenic reporter, 485/531; O75604; 0.01% of 330,000 active;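 note: potency is the fitted concentration of half-maximal effect; plate controls were DMSO wells for no effect and full inhibition by NEM control for full effect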
Target sequence (O75604 whole entry, looked up): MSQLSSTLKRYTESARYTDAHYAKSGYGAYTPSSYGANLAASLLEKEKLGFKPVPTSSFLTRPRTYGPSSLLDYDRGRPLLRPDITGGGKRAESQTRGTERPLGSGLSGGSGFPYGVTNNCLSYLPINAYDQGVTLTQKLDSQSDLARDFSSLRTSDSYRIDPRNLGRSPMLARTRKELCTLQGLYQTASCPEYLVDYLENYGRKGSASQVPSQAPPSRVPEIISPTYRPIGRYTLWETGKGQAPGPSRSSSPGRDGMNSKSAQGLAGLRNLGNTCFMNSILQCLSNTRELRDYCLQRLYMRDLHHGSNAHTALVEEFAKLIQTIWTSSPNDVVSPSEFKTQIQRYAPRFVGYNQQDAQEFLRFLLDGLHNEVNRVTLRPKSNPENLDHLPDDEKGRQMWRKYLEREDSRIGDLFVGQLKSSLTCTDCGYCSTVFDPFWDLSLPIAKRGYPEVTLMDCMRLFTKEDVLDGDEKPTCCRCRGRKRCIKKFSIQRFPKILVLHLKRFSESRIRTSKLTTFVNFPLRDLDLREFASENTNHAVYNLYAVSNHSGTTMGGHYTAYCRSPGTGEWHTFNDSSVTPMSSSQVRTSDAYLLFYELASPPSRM
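USP2 core (10nM final) preincubated 30min RT with compound in 20mM Tris-HCl pH 8.0, 2mM CaCl2, 2mM beta-mercaptoethanol, 0.05% CHAPS; 25nM Ub-CHOP2 plus 25nM reporter substrate added, fluorescence (Ex485/Em531) read after 60min.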
ELG1 repair inh: inhibitors of ELG1-dependent DNA repair in HEK293T cells | HEK293T ELG1-luciferase reporter, luminescence, 16 h; DNA damage induced by 5-fluorouridine | Potency, µM (top dose mostly 46.1 µM), for the others: at the top dose activity change, negative = inhibition, actives largely listed as inhibitors | 2.3% of 330,000 active | AID 504467; note: potency is the fitted concentration of half-maximal effect; % is set by controls: 0 for no effect and ±100 for the full control effect; nearly all actives have a fitted effect of over 55% in size
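Step one: seed 2,000 cells per well. Step two: pin-transfer compound or DMSO alongside 5-fluorouridine. Step three: incubate 16 hr, 37 °C, 5% CO2. Step four: add ONE-Glo, wait 30 min, read luminescence.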
Tb PFK inh: T. brucei PFK enzyme inhibition. 0.17% of 330,000 active. O15648. T. brucei PFK, ADP-Glo luminescence. Potency, µM (highest dose often 57.5 µM), without a hit: at the highest dose activity, negative = inhibition, most hits filed as inhibitors;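 note: potency is the fitted concentration of half-maximal effect; 0% = uninhibited 1x PFK enzyme wells and -100% = no-enzyme wells; nearly all actives have a fitted effect of over 60% in size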
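Activity is normalized to no-enzyme wells (full inhibition) and 1.25 nM enzyme wells (no inhibition). Reaction: 0.5 mM F6P, 0.1 mM ATP, 45 min RT, ADP-Glo luminescence; concentration-response curves fitted and classed by quality.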
TSHR antag: human thyrotropin receptor antagonism | TSHR-expressing cells, TSH-stimulated cAMP HTRF, 2 h; hits give low values | activity change, negative = inhibition, % at 11.5 µM | AID 504810 | 0.2% of 330,000 active;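 active = activity change below a set negative limit, meaning inhibition stronger than a set level, cut at about -70% in these data; inconclusive = activity change between two set negative limits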; note: % is set by controls: 0 for no effect and ±100 for the full control effect
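Competitive HTRF cAMP read-out (cryptate anti-cAMP antibody, cAMP-d2; 30 min, room temperature) in freshly harvested TSHR cells. Compounds added before TSH at EC80 (4nM final), followed by 2 hours' incubation at 37 deg C.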
The depositor's hits bear a star; ? = inconclusive; · = not tested or not shown; [ ] = dose if it differs, or a comment. Unless noted, calls come from the whole dose curve; as a rule, active = well fitted curve in the direction sought with a large enough effect; inconclusive = small, poorly fitted or top-dose-only effect, or another doubt; inactive = no such curve, though single readings can be large; an effect the other way counts as inactive or inconclusive.

Sequence of screens: B2AR arrestin | Tb PFK inh | Eya2 inh | BCR signal inh | TSHR antag | USP2a inh | uPA generation | ELG1 repair inh | TCR act | Mito fusion yeast | TSG101-PTAP inh
COc1cccc(CN2CCc3[nH]c(=S)[nH]c(=O)c3C2)c1
  -0.7% | 1% | -17% | 3% | -9 | 1% | 5% | 5% | 4% | 12% | -3%
NCCc1nnc(SCC(=O)c2ccc(Cl)cc2)o1
  -0.6% | 1% | -2% | 8% | -3 | 3% | 3% | ? | 3% | 2% | 3%
O=C(CSc1nnc(-c2ccccc2)o1)N1CCCC1
  -0.5% | 0% | 17% | 9% | -1 | 1% | -1% | ? | 4% | 8% | -2%
CCCCn1c(N)c(N(CCOC)C(=O)C2CCCN(C(=O)c3ccc(Cl)cc3)C2)c(=O)[nH]c1=O (configuration not stated)
  -0.8% | 8% | -11% | -5% | 4 | 2% | 4% | 1% | -25% | -5% | -5%
COc1cc2oc(=O)cc(-c3ccc(-c4ccc(C#N)cc4)cc3)c2c(OC)c1OC
  0.5% | 3% | -8% | ? | -43 | 0% | 17% | ? | 1%[46.1 µM] | · | -2%
CCOC(=O)c1ccc(NS(=O)(=O)c2ccc(SC)cc2)cc1
  -0.2% | 8% | -7% | -1% | -6 | -3% | -6% | -1% | 7% | 20µM* | -2%
CC(=O)C1=C(C)NC(SCC(N)=O)=C(C#N)C1c1cccnc1 (configuration not stated)
  0.2% | -3% | 4% | 0% | 3 | 0% | -2% | 14% | 7% | -1% | -5%
O=c1oc(C2(O)CCCCC2)cc2ccc(Br)cc12
  -0.2% | 7% | -4% | ? | -12 | -1% | 1% | 10% | -1% | 6% | ·
O=[N+]([O-])c1ccccc1S(=O)(=O)N/C(=N/S(=O)(=O)c1ccccc1)c1ccccc1
  -0.3% | 1% | 10% | 5% | 17 | 0% | 1% | 6% | 0%[46.1 µM] | · | -2%
Fc1ccc(Nc2nnc(C(F)(F)F)s2)cc1Cl
  -0.7% | -22% | 4% | 11% | -21 | 5% | 4% | ? | -10% | -11% | 0%
Cc1ccc(C(=O)Nc2nnc(-c3ccco3)o2)cc1
  0.4% | 0% | 0% | ? | -6 | 4% | -7% | ? | 2%[46.1 µM] | 0% | -4%
O=C(Nc1ccccc1Cl)c1ccccc1Cc1ccccc1
  0.3% | 2% | 0% | ? | 10 | -6% | 3% | ? | -7%[46.1 µM] | 20% | 0%
C/C(=N\Nc1ccc(S(N)(=O)=O)cc1[N+](=O)[O-])c1ccc2c(c1)OCO2
  0.0% | 0% | -14% | ? | -22 | 3% | -12% | ? | 0% | 7% | -2%
Cc1cc(=O)n2[nH]c(SCc3ccccc3)nc2n1
  0.2% | 4% | -5% | ? | -5 | -1% | -7% | 1% | 5% | 0% | -1%
COc1ccc(CCNC(=O)CN2CCN(Cc3ccccc3F)C2=O)cc1OC
  0.3% | -8% | 3% | -6% | -3 | 0% | -1% | -22% | -3% | 7% | -1%
NC(=O)c1ccsc1NC(=O)CSc1ncnc2sccc12
  3.8% | ? | 3% | ? | 9 | 0% | -4% | 1% | -3%[46.1 µM] | · | -1%
Cc1ccccc1N(CC(=O)Nc1ccc(S(=O)(=O)N2CCOCC2)cc1)S(C)(=O)=O
  -0.4% | -3% | -5% | 2% | 24 | 3% | · | 1% | 4% | -3% | -1%
COc1ccc(/C=C(/C#N)S(=O)(=O)c2ccc(C)cc2)cc1
  -0.3% | -2% | 21% | 2% | 2 | -1% | · | 6% | -1% | -2% | -2%
CC(CC(=O)NCc1ccc(F)cc1)c1ccccc1 (configuration not stated)
  -0.2% | -12% | 5% | 3% | 5 | -1% | 0% | 16% | 2% | -4% | 1%
O=C(c1ccccc1C(=O)N1CCN(c2ccccc2)CC1)N1CCN(c2ccccc2)CC1
  -0.2% | 2% | -18% | 0% | 8 | 10% | -5% | -9% | 7% | -3% | -11%
COCCNC(=O)CN1C(=O)NC(c2ccccc2)(c2ccccc2)C1=O
  0.5% | -9% | 13% | -4% | -7 | 3% | · | 18% | 0% | 0% | -1%
CCN1C(=O)CC(N2CCC(c3nc4ccccc4[nH]3)CC2)C1=O (configuration not stated)
  0.5% | 1% | 0% | 13% | 9 | 4% | -6% | 1% | -3% | -3% | -2%
CCOc1ccc(C(=O)C(c2ccccc2)N2CCOCC2)cc1 (configuration not stated)
  0.1% | 5% | -1% | 1% | -2 | -2% | 11% | 4% | 4% | 1% | -1%
CCOC(=O)N1CCC(Nc2c(NCCN3CCN(Cc4ccccc4)CC3)c(=O)c2=O)CC1
  -0.1% | -2% | 0% | 2% | 7 | -1% | -17% | 7% | · | -3% | -7%
O=C(NCc1cccnc1)Nc1cccc(NC(=O)NCc2cccnc2)c1
  -0.2% | -5% | -13% | 7% | 3 | -1% | -1% | 10% | 3% | 5% | -4%
CC(=O)Oc1ccc(C(=O)Nc2cccnc2)cc1
  -0.5% | -1% | 10% | -6% | 0 | -1% | 3% | -13% | · | 2% | -2%
CCOC(=O)c1cccc(NC(=O)N2CCOCC2)c1
  0.0% | -4% | -3% | ? | -2 | -1% | 7% | 7% | -4% | 0% | -1%
O=C(Nc1nccs1)c1sc2ccccc2c1Cl
  -0.2% | -3% | 5% | ? | -10 | -1% | -9% | ? | 2% | 10% | 2%
COc1ccc(-c2noc(-c3cccc(Cl)c3)n2)cc1OC
  -0.2% | 0% | 14% | ? | 2 | 1% | -5% | ? | 5% | -3% | -5%
CC(=O)Nc1ccc2c(c1)OCCO2
  -0.2% | -1% | 12% | 0% | 9 | 3% | 2% | 18% | -2% | 5% | -2%

Reprinted from the part before: 2 compounds; new compounds follow.
Sequence of screens: B2AR arrestin | Tb PFK inh | Eya2 inh | BCR signal inh | TSHR antag | USP2a inh | uPA generation | ELG1 repair inh | TCR act | Mito fusion yeast | TSG101-PTAP inh
COc1ccc(-c2noc(-c3cccc(Cl)c3)n2)cc1OC
  -0.2% | 0% | 14% | ? | 2 | 1% | -5% | ? | 5% | -3% | -5%
CC(=O)Nc1ccc2c(c1)OCCO2
  -0.2% | -1% | 12% | 0% | 9 | 3% | 2% | 18% | -2% | 5% | -2%
CN(CC(=O)Nc1cc(S(=O)(=O)N2CCCCCC2)ccc1Cl)Cc1ccc2c(c1)OCO2
  0.0% | -4% | -4% | ? | -6 | -1% | ? | ? | 7% | 27% | -4%
CCN(CCCNC(=O)C1CCC(=O)N1Cc1ccccc1Cl)c1cccc(C)c1 (configuration not stated)
  0.4% | 4% | -3% | -2% | -5 | 1% | -6% | -4% | 0% | -1% | 1%
CC(C)CCNC(=O)Cc1csc(-c2ccccc2)n1
  0.3% | 1% | -3% | 17% | 2 | 9% | 2% | 11% | · | 7% | -3%
CC(C)(C)OC(=O)NCCCC[C@H](NC(=O)c1nc[nH]c1C(=O)N1CCc2ccccc2C1)C(=O)OC(C)(C)C
  -0.2% | -1% | -29% | ? | 5 | 0% | 13% | 8.2µM* | -6% | -4% | 0%
CCOC(=O)C(C)Sc1nnc(NC(=O)c2ccc(C)c([N+](=O)[O-])c2)s1 (configuration not stated)
  -0.4% | -1% | -7% | ? | -37 | 4% | 5% | 3% | -1%[46.1 µM] | 4% | -4%
Cc1cccc(N2C(=O)C3C4CC(=O)C(c5ccccc54)C3C2=O)c1C (configuration not stated)
  -0.3% | -17% | -8% | -1% | 18 | 1% | 2% | 0% | -5% | 14% | 1%
Cc1cc(NC(=O)CSc2nc(C(C)C)nc3c2c(=O)n(C)c(=O)n3C)no1
  0.0% | -4% | -20% | 0% | -1 | 0% | 0% | -20% | -5% | 3% | 1%
CCOc1cc(Br)c(C(=O)O)cc1OC
  -0.2% | -3% | 18% | ? | 23 | 0% | · | 1% | 8% | 1% | 1%
